MEX-5 binding = C. elegans MEX-5 TCR-2 RNA binding activity | Q9XUB2 | MEX-5/FITC-TCR2 RNA binding, fluorescence polarization; active compounds read low | activity score (negative = inhibition of binding), % at 10 µM | hit rate 0.38% among 300,000 | AID 1832;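 active means inhibition past about -25% in most replicates, and total fluorescence under double the plate's negative control median, limit read from the data; inconclusive means replicates evenly split on the limit, or fluorescence at least double controls; inactive means too little inhibition in most replicates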;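 further: 0% = DMSO and -100% = 5 µM competing unlabeled TCR2 RNA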
GLD-1 RNA inh = GLD-1-TGE RNA interaction inhibition (C. elegans). inhibition, % at 5.96 µM. AID 2280. Q17339. hit rate 0.44% among 320,000. purified GLD-1 + fluorescein TGE RNA, fluorescence polarization;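 active means percent inhibition above a per-plate cutoff, the plate mean of test compounds plus 3 SD, cut at about 30% in these data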;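 further: 0% = DMSO wells with GLD-1 and probe and 100% = wells lacking GLD-1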
Bcl-xL primary = inhibitors of human Bcl-xL; AID 2129; inhibition, % at 10.9 µM; GST-Bcl-xL / FITC-Bim BH3 peptide fluorescence polarization; hit rate 0.7% among 320,000;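 active means inhibition above the mean of all tested compounds plus 3 SD, cutoff set per campaign, cut at about 30% in these data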;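 further: 0% = DMSO wells and 100% = unlabeled Bim-BH3 peptide competitor; inhibitors lower millipolarization by displacing the labeled peptide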
AGP1-GFP MLPCN = alters AGP1-GFP fluorescence in TOR pathway yeast screen. S. cerevisiae AGP1-GFP multiplex flow cytometry, 3 h; GFP as percent of DMSO wells. GFP response vs DMSO, % at 10 µM. hit rate 0.02% among 320,000. AID 2066;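 active means GFP response relative to DMSO above a set limit, near screen average plus 3 SD, cut at about 150% in these data; inconclusive means fewer than 70 cells counted for the yeast strain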;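 further: median GFP channel fluorescence of the gated AGP1 strain per well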
MCL1-BIM inh = inhibitors of human MCL1 binding to BIM-BH3 peptide | Q07820 | GST-MCL1 / FITC-Bim-BH3 fluorescence polarization | inhibition, % at 10.9 µM | hit rate 0.68% among 320,000 | AID 2057;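 active means inhibition above the mean inhibition of all tested compounds plus 3 SD, set per campaign, cut at about 40% in these data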;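 further: 0% = DMSO wells and 100% = unlabeled Bim-BH3 peptide control; higher means more loss of mP so more displacement of Bim peptide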
Fam108B counter = Fam108B inhibition, counter-screen for RBBP9 inhibitors. recombinant Fam108B, FP-Rh probe fluorescence polarization. inhibition, % at 9.51 µM. hit rate 0.33% among 300,000;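 active means inhibition above the screen mean inhibition plus 3 SD, computed separately per campaign, cut at about 18% in these data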;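 further: inhibitors lower polarization as less probe binds the enzyme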
GRK2 inh = blocks RNA aptamer binding to human GRK2 | hit rate 0.59% among 330,000 | AID 488847 | inhibition of aptamer binding, % at 10 µM | bead flow cytometry, FAM-aptamer displacement from GRK2;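 active means inhibition of aptamer binding above 40%, roughly 3 SD of noise, on plates passing a quality check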;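 further: median bead fluorescence of bound FAM aptamer so fluorescent compounds give negative values; no value below 0 was filed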
VLA-4 inh = inhibition in a human VLA-4 binding assay. VLA-4 expressing cells, ligand binding flow cytometry. inhibition, % (about 7 µM as worked out from the volumes in the protocol). hit rate 0.2% among 330,000; in the data active means inhibition above about 50%
Target sequence (P13612 whole entry, looked up): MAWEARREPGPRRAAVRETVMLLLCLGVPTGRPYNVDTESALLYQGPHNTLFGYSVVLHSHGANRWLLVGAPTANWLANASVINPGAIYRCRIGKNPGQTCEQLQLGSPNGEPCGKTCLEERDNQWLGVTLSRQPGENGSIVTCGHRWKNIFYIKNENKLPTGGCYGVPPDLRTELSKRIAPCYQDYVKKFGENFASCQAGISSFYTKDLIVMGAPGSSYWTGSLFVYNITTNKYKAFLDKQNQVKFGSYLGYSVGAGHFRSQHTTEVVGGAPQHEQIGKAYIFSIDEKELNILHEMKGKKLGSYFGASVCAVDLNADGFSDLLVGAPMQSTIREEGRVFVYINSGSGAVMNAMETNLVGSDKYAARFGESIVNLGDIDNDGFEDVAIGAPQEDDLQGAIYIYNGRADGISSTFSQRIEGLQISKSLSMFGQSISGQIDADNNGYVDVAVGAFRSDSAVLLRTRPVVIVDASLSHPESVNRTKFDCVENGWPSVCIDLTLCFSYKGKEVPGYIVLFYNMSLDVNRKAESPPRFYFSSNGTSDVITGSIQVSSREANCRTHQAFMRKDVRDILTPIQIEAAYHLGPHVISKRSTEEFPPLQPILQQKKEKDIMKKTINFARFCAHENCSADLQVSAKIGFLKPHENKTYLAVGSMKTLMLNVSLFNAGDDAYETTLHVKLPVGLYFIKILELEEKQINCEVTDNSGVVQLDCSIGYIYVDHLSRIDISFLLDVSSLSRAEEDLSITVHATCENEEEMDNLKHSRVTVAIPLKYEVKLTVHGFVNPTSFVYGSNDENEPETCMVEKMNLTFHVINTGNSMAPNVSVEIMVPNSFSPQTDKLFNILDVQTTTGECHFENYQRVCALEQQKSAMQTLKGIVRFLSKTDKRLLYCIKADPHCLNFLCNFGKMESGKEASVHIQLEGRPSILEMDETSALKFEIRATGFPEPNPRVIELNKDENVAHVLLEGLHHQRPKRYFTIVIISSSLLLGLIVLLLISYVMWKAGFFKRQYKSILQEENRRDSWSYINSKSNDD
CIT2 TOR yeast = yeast TOR pathway CIT2-GFP modulation; S. cerevisiae CIT2-GFP strain, flow cytometry, 3 h; 100 means same as DMSO wells; GFP response vs DMSO, % at 10 µM; hit rate 0.065% among 320,000;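 active means GFP response relative to DMSO above a set limit, near the screen mean plus 3 SD, cut at about 150% in these data; inconclusive means Fewer than 70 cells measured for a yeast strain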;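 further: ratio of well median GFP fluorescence to mean of DMSO wells on the plate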
* hit, by the source's call; ? = inconclusive; . = not tested or not shown. An unsorted share of the library. Share with any hit: about 2.2%.

1. O=C(CSc1nnc(Cc2cc(=O)[nH]c(=O)[nH]2)n1-c1ccc(Cl)cc1)NCC1CCCO1 (centres undefined)
2. O=c1nc(NCc2ccco2)sc2ncccc12
3. O=C(Nc1ccc(NC(=O)c2ccco2)cc1)c1cnccn1
4. O=C(O)c1cc(N/N=C/c2ccc(N3CCOCC3)s2)ccc1Cl
5. O=C(c1cn(-c2ccccc2)nc1-c1cccc([N+](=O)[O-])c1)N1CCCCC1
6. CCCCn1cc(C(=O)c2cc(Br)ccc2O)cc(C#N)c1=O

entry no.	1	2	3	4	5	6
MEX-5 binding	.	0.1	2.1	-13	1.2	1.2
GLD-1 RNA inh	7	-1	4	-12	3	6
Bcl-xL primary	8	11	2	19	-5	3
AGP1-GFP MLPCN	109	98	90	111	93	108
MCL1-BIM inh	2	10	7	30	-1	8
Fam108B counter	3	3	-1	16	-4	5
GRK2 inh	0	5	1	4	2	0
VLA-4 inh	-30	-12	-1	0	-4	0
CIT2 TOR yeast	103	103	94	93	88	111

7. CC(C)NC(=O)NC(=O)CN1C(=O)NC(Cc2c[nH]c3ccccc23)C1=O (centres undefined)
8. NS(=O)(=O)c1ccc(NC(=O)CSc2nnc(C3CC3)n2C2CC2)cc1
9. c1ccc(CN=C2Nc3ccccc3CS2)nc1
10. CCOC(=O)c1c(NC(=S)N2CCN(C)CC2)sc(C)c1-c1ccccc1
11. COc1cccc(-n2c(=O)n(Cc3ccccc3)c(=O)c3[nH]cnc32)c1
12. CC(C)CC1(C)N=C(c2ccccc2)C(=S)N1 (centres undefined)

entry no.	7	8	9	10	11	12
MEX-5 binding	-3.8	.	2.9	2.6	0.8	0.6
GLD-1 RNA inh	0	3	-2	.	7	-5
Bcl-xL primary	-8	-5	1	.	3	1
AGP1-GFP MLPCN	102	97	94	89	114	100
MCL1-BIM inh	-2	-3	-6	.	3	5
Fam108B counter	0	.	1	.	1	3
GRK2 inh	0	4	1	4	1	5
VLA-4 inh	4	5	-7	-8	-5	4
CIT2 TOR yeast	100	94	87	83	111	93

13. COc1ccc(Cc2n[nH]c(=S)n2NC(=O)Nc2ccc(Cl)c(Cl)c2)cc1
14. COc1ccc(CNC(=S)Nc2ccc(F)c(Cl)c2)cc1OC
15. CC1CC1C(=O)Nc1nc(-c2cccs2)c(-c2cccs2)s1 (centres undefined)
16. CS(=O)(=O)Nc1cccc(C2=NN(C(=O)c3ccccc3Cl)C(c3ccccc3O)C2)c1 (centres undefined)
17. Cc1ccc2c(CN3CCN(S(=O)(=O)/C=C/c4ccccc4)CC3)cc(=O)oc2c1
18. O=C(NC1CCS(=O)(=O)C1)c1ccc(S(=O)(=O)NCC2CCCO2)cc1 (centres undefined)

entry no.	13	14	15	16	17	18
MEX-5 binding	0.3	0.7	0.6	-0.1	2.6	-1.1
GLD-1 RNA inh	3	1	5	8	3	-3
Bcl-xL primary	-18	9	3	1	5	0
AGP1-GFP MLPCN	96	118	88	103	98	108
MCL1-BIM inh	-19	3	8	2	0	1
Fam108B counter	-46	0	-4	-1	-1	-1
GRK2 inh	7	1	0	1	2	0
VLA-4 inh	0	10	0	.	-3	2
CIT2 TOR yeast	108	114	103	96	90	108

19. CCCC(=O)NC(c1cccs1)c1cc(Cl)c2cccnc2c1O (centres undefined)
20. CC(=O)Nc1ccc(NC(=O)C(C)OC(=O)/C=C/c2cn(-c3ccccc3)nc2-c2cccnc2)cc1 (centres undefined)
21. CCOc1ccccc1C(=O)NC(CO)C(=O)O (centres undefined)
22. O=C(CC(NS(=O)(=O)c1ccc(Cl)cc1)c1ccco1)N1CCc2ccccc21 (centres undefined)
23. COC(=O)c1ccccc1NC(=O)CSc1n[nH]c(-c2ccco2)n1
24. CCCC[C@H](CN[C@@H](CNC)[C@H](C)CC)NCCC12CCC(CC1)C2

entry no.	19	20	21	22	23	24
MEX-5 binding	-2.7	-2.4	-2.4	3.2	-1.9	-2.7
GLD-1 RNA inh	-6	4	-3	2	6	6
Bcl-xL primary	26	-4	0	-5	-2	3
AGP1-GFP MLPCN	93	.	102	92	102	89
MCL1-BIM inh	31	-13	-5	-1	0	5
Fam108B counter	1	-12	1	-4	-2	5
GRK2 inh	0	0	0	0	0	0
VLA-4 inh	13	-26	8	1	10	9
CIT2 TOR yeast	98	.	106	85	105	77

25. CC(=O)c1ccc(N2CCN(C(=O)C3CCCN(S(=O)(=O)c4cnc[nH]4)C3)CC2)cc1 (centres undefined)
26. CCOC(=O)Cc1csc(NC(=O)Cc2ccc(Cl)cc2)n1
27. CNC(=O)c1cccc2cccc(Sc3ccccc3C(=O)O)c12
28. c1ccc(C2CCC(N3CCN(c4ccccc4)CC3)CC2)cc1 (centres undefined)
29. O=C(CN1C(=O)COc2ccccc21)NCc1ccccn1
30. CCN1C(=O)c2cccc3c(S(=O)(=O)N(C(C)=O)c4ccc(OC(C)=O)cc4)ccc1c23

entry no.	25	26	27	28	29	30
MEX-5 binding	2.7	2.6	-2.3	3.2	0.4	.
GLD-1 RNA inh	-12	2	-4	9	2	5
Bcl-xL primary	3	3	7	1	4	.
AGP1-GFP MLPCN	?	.	104	100	115	110
MCL1-BIM inh	3	14	5	9	9	.
Fam108B counter	-2	-3	4	1	0	.
GRK2 inh	0	1	3	2	0	5
VLA-4 inh	9	-1	18	12	-4	-14
CIT2 TOR yeast	?	.	96	111	120	112

6 structures from above, arranged by length of the SMILES, lowest first:
26. CCOC(=O)Cc1csc(NC(=O)Cc2ccc(Cl)cc2)n1
23. COC(=O)c1ccccc1NC(=O)CSc1n[nH]c(-c2ccco2)n1
24. CCCC[C@H](CN[C@@H](CNC)[C@H](C)CC)NCCC12CCC(CC1)C2
22. O=C(CC(NS(=O)(=O)c1ccc(Cl)cc1)c1ccco1)N1CCc2ccccc21 (centres undefined)
25. CC(=O)c1ccc(N2CCN(C(=O)C3CCCN(S(=O)(=O)c4cnc[nH]4)C3)CC2)cc1 (centres undefined)
30. CCN1C(=O)c2cccc3c(S(=O)(=O)N(C(C)=O)c4ccc(OC(C)=O)cc4)ccc1c23

entry no.	26	23	24	22	25	30
MEX-5 binding	2.6	-1.9	-2.7	3.2	2.7	.
GLD-1 RNA inh	2	6	6	2	-12	5
Bcl-xL primary	3	-2	3	-5	3	.
AGP1-GFP MLPCN	.	102	89	92	?	110
MCL1-BIM inh	14	0	5	-1	3	.
Fam108B counter	-3	-2	5	-4	-2	.
GRK2 inh	1	0	0	0	0	5
VLA-4 inh	-1	10	9	1	9	-14
CIT2 TOR yeast	.	105	77	85	?	112

Later entries
31. COc1ccc(/C=N/Nc2nc(C(=O)O)cs2)cc1
32. COCCCNC(=O)c1ccc(C2SCC(=O)N2Cc2ccco2)cc1 (centres undefined)
33. CC1CN(S(=O)(=O)c2ccc(F)cc2)C(C)N1C(=O)N1CCOCC1 (centres undefined)
34. Cc1ccc(CC2CC(=O)N(c3nc4ccccc4n3C)C2=O)cc1 (centres undefined)
35. Cc1ccc(S(=O)(=O)N2CCCCC2)cc1C(=O)NC1CCCCC1
36. Cc1onc(-c2ccccc2)c1C(=O)N1CCN(Cc2ccc3c(c2)OCO3)CC1

entry no.	31	32	33	34	35	36
MEX-5 binding	-2.4	0.9	1.7	-5.4	0.3	0.6
GLD-1 RNA inh	5	-1	5	-3	-6	-10
Bcl-xL primary	9	5	2	8	2	0
AGP1-GFP MLPCN	99	94	92	107	104	101
MCL1-BIM inh	39	3	-2	0	-1	-5
Fam108B counter	1	-1	0	1	11	-2
GRK2 inh	4	4	0	3	4	0
VLA-4 inh	10	21	-7	0	-7	11
CIT2 TOR yeast	104	89	95	99	120	105

37. CCOc1ccc2[nH]cc(C(=O)NCCCN3CCOCC3)c(=O)c2c1
38. O=C(NNc1ncnc2c1cnn2-c1ccccc1)c1cccs1
39. CCN(CC)S(=O)(=O)c1ccc(N2CCCC2)c(C(=O)Nc2ccc(OC)c(Cl)c2)c1
40. CCCc1cc(-c2ccc(O)c(OCC)c2)c(C#N)c(N)n1
41. CC(C)(C)c1ccc(C2CC2C(=O)N/N=C\c2cc3ccccc3nc2Cl)cc1 (centres undefined)
42. CCOC(=O)CN1C2=NCCCN2c2ccccc21

entry no.	37	38	39	40	41	42
MEX-5 binding	1.1	-2.0	-0.3	-1.2	1.2	0.5
GLD-1 RNA inh	-4	0	0	8	-6	2
Bcl-xL primary	2	-16	5	5	2	1
AGP1-GFP MLPCN	103	104	97	93	97	99
MCL1-BIM inh	-2	0	8	11	7	-2
Fam108B counter	-1	3	-4	6	-12	5
GRK2 inh	3	0	0	0	0	8
VLA-4 inh	-4	8	22	-2	2	2
CIT2 TOR yeast	94	95	99	105	95	104

Compound profiles, as listed above.
Record of `CNC(=O)c1cccc2cccc(Sc3ccccc3C(=O)O)c12` = MEX-5 binding = -2.3; GLD-1 RNA inh = -4; Bcl-xL primary = 7; AGP1-GFP MLPCN = 104; MCL1-BIM inh = 5; Fam108B counter = 4; GRK2 inh = 3; VLA-4 inh = 18; CIT2 TOR yeast = 96
Record of `Cc1ccc(CC2CC(=O)N(c3nc4ccccc4n3C)C2=O)cc1` (centres undefined) = MEX-5 binding = -5.4; GLD-1 RNA inh = -3; Bcl-xL primary = 8; AGP1-GFP MLPCN = 107; MCL1-BIM inh = 0; Fam108B counter = 1; GRK2 inh = 3; VLA-4 inh = 0; CIT2 TOR yeast = 99

(continued)
43. CC(=O)Nc1cccc(C(=O)Oc2cccc(C)c2)c1O
44. CCCCn1c(SCc2nnc(-c3ccccc3)o2)nc2c1c(=O)n(C)c(=O)n2C
45. CC(C)c1nc2sc3c(NCc4ccco4)ncnc3c2c2c1COC(C)(C)C2
46. CC(=O)c1c(C)[nH]c(C(=O)OCC(=O)Nc2ccc(Cl)c(S(=O)(=O)N(C)C)c2)c1C
47. FC(F)(F)c1cccc(NC(=S)NC2CCCC2)c1
48. Cc1nc2ccccc2n1CC(=O)NCCN1CCOCC1

entry no.	43	44	45	46	47	48
MEX-5 binding	1.3	-1.4	-6.6	0.4	-1.0	-2.3
GLD-1 RNA inh	-1	3	1	9	0	5
Bcl-xL primary	2	2	6	3	1	10
AGP1-GFP MLPCN	101	106	99	93	105	100
MCL1-BIM inh	-1	4	2	-2	8	9
Fam108B counter	-3	4	-2	-2	0	-1
GRK2 inh	1	0	4	17	1	0
VLA-4 inh	-11	6	-3	1	36	-1
CIT2 TOR yeast	100	98	102	97	109	83

Screens as filed in PubChem.
